Source: PubChem BioAssay
PAFAH1B2 inh – PAFAH1B2 enzyme inhibitors, primary screen, biochemical, fluorescence polarization, human; Platelet-activating factor acetylhydrolase IB subunit alpha2 (Homo sapiens), P68402; inhibition, % at 3.39 µM; 1.2% of 340,000 active; recombinant PAFAH1B2, FP-rhodamine activity probe; AID 492953, 2010;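 active means inhibition above the mean of all tested compounds plus 3 SD, cut at about 24% in these data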;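 further: 0% = enzyme with DMSO and 100% = wells lacking PAFAH1B2; many of its hits are not listed in these tables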
pPAFAH FP inh – pPAFAH enzyme inhibitors, primary screen, biochemical, fluorescence polarization, human; AID 463082, 2010; inhibition, % at 3.39 µM; Platelet-activating factor acetylhydrolase (Homo sapiens), Q13093; 1.5% of 330,000 active; recombinant pPAFAH, FP-rhodamine probe fluorescence polarization;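 active means inhibition above the mean inhibition across the screen plus 3 SD, cut at about 25% in these data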;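 further: inhibitors block binding of the rhodamine activity-based probe so polarization drops; 0% = enzyme with DMSO and 100% = wells lacking pPAFAH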
LYPLA1 counter – LYPLA1 inhibitors, primary screen, counter-screen for PME1 inhibitor project, biochemical, fluorescence polarization, FP-Rh probe ABPP; recombinant LYPLA1; inhibition, % at 5.9 µM; 0.16% of 320,000 active; AID 2174, 2009;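 active means inhibition above the mean of all tested compounds plus 3 SD, set per campaign, cut at about 14% in these data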;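 further: inhibitors block serine hydrolase probe labeling of LYPLA1 so polarization falls; 0% = enzyme with DMSO and 100% = wells lacking LYPLA1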
PAFAH1B3 FP inh – PAFAH1B3 enzyme inhibitors, primary screen, biochemical, fluorescence polarization, human; Platelet-activating factor acetylhydrolase IB subunit alpha1 (Homo sapiens), Q15102; recombinant PAFAH1B3, FP-rhodamine probe; inhibition, % at 3.39 µM; 0.28% of 340,000 active; AID 492972, 2010;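 active means inhibition above the screen-wide average of all tested compounds plus 3 SD, cut at about 25% in these data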;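 further: 0% = enzyme with DMSO only and 100% = wells lacking PAFAH1B3 protein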
Target sequence (Q15102 whole entry, looked up): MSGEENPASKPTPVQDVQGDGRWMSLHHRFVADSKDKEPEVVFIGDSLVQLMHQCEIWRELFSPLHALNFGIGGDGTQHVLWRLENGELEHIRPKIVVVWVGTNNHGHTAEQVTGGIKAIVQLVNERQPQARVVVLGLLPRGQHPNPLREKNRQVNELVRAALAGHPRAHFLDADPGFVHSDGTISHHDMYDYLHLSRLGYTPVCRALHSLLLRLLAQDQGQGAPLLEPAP
GSTO1 inh – inhibitors of recombinant GSTO1, primary screen, counter-screen for RBBP9 inhibitor project, biochemical, fluorescence polarization | 1.1% of 300,000 active | inhibition, % at 5.96 µM | activity-based probe fluorescence polarization | Glutathione S-transferase omega-1 (Homo sapiens), P78417;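 active means inhibition above the campaign mean inhibition plus 3 SD, cut at about 35% in these data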;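 further: 0% = GSTO1-1 with DMSO and 100% = wells lacking GSTO1-1 enzyme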
Target sequence (P78417 whole entry, looked up): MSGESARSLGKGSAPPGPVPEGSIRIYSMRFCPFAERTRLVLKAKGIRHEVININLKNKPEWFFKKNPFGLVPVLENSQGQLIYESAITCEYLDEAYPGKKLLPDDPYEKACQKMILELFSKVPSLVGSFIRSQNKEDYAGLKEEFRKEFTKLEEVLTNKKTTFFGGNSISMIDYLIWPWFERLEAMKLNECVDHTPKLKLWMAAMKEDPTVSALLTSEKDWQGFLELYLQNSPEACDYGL
PAD4 inh – human PAD4 inhibitors, primary screen, biochemical, fluorescence polarization, 1536-well format; 0.41% of 330,000 active; inhibition, % at 6.36 µM; Protein-arginine deiminase type-4 (Homo sapiens), Q9UM07; recombinant PAD4, RCA probe fluorescence polarization;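 active means percent inhibition above a cutoff equal to the mean of all tested compounds plus 3 SD, cut at about 15% in these data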;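 further: 0% = PAD4 with RCA probe and DMSO and 100% = probe without PAD4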
PAFAH2 inh – PAFAH2 enzyme inhibitors, primary screen, biochemical, fluorescence polarization, human. recombinant PAFAH2, FP-rhodamine activity probe. AID 492956, 2010. inhibition, % at 3.39 µM. Platelet-activating factor acetylhydrolase 2, cytoplasmic (Homo sapiens), Q99487. 0.99% of 340,000 active;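 active means inhibition above the mean over all tested compounds plus 3 SD, cut at about 30% in these data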;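 further: inhibitors block probe labeling of enzyme so polarization drops; 0% = enzyme with DMSO and 100% = wells lacking PAFAH2 protein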
PME-1 primary – PME-1 inhibitors via competitive probe labeling, primary screen, biochemical, fluorescence polarization, FP-Rh probe, HTS | Protein phosphatase methylesterase 1 (Homo sapiens), Q9Y570 | recombinant PME-1 | inhibition, % at 5.9 µM | 0.53% of 320,000 active;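 active means inhibition above the campaign mean of all compounds plus 3 SD, cut at about 26% in these data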;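 further: competitive labeling of PME-1 active site by serine hydrolase directed probe; 0% = PME-1 with DMSO and 100% = wells lacking PME-1 enzyme; inhibitors block probe labeling so polarization falls and inhibition rises; many of its hits are not listed in these tables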
Target sequence (Q9Y570 whole entry, looked up): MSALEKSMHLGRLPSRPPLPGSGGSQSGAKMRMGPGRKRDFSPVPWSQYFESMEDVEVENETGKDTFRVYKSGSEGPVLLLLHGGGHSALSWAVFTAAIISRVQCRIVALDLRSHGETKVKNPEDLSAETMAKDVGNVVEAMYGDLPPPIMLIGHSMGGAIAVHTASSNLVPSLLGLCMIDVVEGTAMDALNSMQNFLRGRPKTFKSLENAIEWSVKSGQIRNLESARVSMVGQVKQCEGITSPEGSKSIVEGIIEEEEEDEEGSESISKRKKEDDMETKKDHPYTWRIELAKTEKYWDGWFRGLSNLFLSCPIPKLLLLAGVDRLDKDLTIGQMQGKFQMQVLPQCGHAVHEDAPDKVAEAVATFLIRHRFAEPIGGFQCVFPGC
Fam108B inh – mouse Fam108B serine hydrolase inhibitors, primary screen, counter-screen for RBBP9 inhibitor project, biochemical, fluorescence polarization; recombinant Fam108B, FP-Rh probe fluorescence polarization; inhibition, % at 9.51 µM; 0.33% of 300,000 active; AID 1947, 2009;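 active means inhibition above the screen mean inhibition plus 3 SD, computed separately per campaign, cut at about 18% in these data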;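 further: inhibitors lower polarization as less probe binds the enzyme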
* hit, by the source's call; nt = no result given.

Value order: GSTO1 inh	PAFAH2 inh	PME-1 primary	LYPLA1 counter	Fam108B inh	pPAFAH FP inh	PAFAH1B3 FP inh	PAFAH1B2 inh	PAD4 inh
O=C(CC1CCCC1)Nc1ccc(Br)cc1
→ -1	1	-1	-1	-2	0	1	2	3
CC[n+]1ccc(C)c2cc(P(=O)(c3ccccc3)c3ccccc3)ccc21
→ 4	11	-4	-3	5	7	3	6	1
COc1ccc(NC(=O)CS(=O)(=O)c2cn(CC(=O)N3CCOCC3)c3ccccc23)cc1
→ 7	-5	-9	2	0	-1	3	1	0
Cc1ccccc1NC(=O)CSc1ccc(-c2cccnc2)nn1
→ -2	2	3	-1	2	2	9	6	2
CCOC(=O)Cc1csc(NC(=O)CSc2nc3cccnc3n2CC)n1
→ 2	1	-3	-2	3	-3	-10	1	5
OCCN(CCO)CC(O)Cn1c2ccccc2c2ccccc21 (centres undefined)
→ 7	5	5	0	-5	-2	4	-6	1
O=C(Nc1cc(C(=O)N2CCOCC2)cc(C(=O)N2CCOCC2)c1)c1cc(F)c(F)cc1Cl
→ -2	-8	-9	-3	-1	-5	0	3	-1
CCCc1cc(=O)[nH]c(SCC(=O)N2CCCc3ccccc32)n1
→ -1	0	2	-1	0	3	8	5	2
Cc1c(N)cccc1-n1cccc1
→ 3	-7	2	-2	4	-1	4	3	-2
CCCCNC(=O)CC(=O)Nc1ccccc1C(=O)O
→ 3	6	3	1	0	-2	0	-8	4
c1ccc2sc(Sc3ncnc4sccc34)nc2c1
→ 3	-8	-4	4	-1	2	-1	0	3
Cc1nc(N2CCCCC2C)c2c(C)c(C(=O)Nc3ccccc3C(F)(F)F)sc2n1 (centres undefined)
→ 7	-11	-4	-4	-9	2	4	-3	0
O=C(O)c1cccc(NC(=O)C2CC(=O)N(Cc3ccccc3)C2)c1 (centres undefined)
→ -4	2	3	-1	-4	1	2	-3	0
O=C(Nc1ccc(Cl)cc1)Nc1ccc(C(=O)N2CCOCC2)cc1
→ -1	-1	-1	-4	-4	0	3	2	1
COc1cccc2c1cc1c(=O)n(CC(=O)NCCCN3CCN(C)CC3)nc(C)n12
→ -5	-5	1	0	-3	-3	-2	-5	1
COc1ccc(C2=NS(=O)(=O)N(C)C(C(=O)NC3CCCC3)=C2)cc1
→ 9	-5	1	-1	2	-3	11	-1	0
Oc1ccc(/C=N/NC(=S)NCC2CCCO2)cc1 (centres undefined)
→ 2	-2	4	2	1	-2	8	-4	-3
COc1ccc(C(=O)/C=C/c2ccc(OC)cc2OC)c(O)c1
→ -1	-5	-12	-8	-15	3	1	1	4
O=C(NNC(=S)Nc1ccccc1C(F)(F)F)c1cccnc1
→ -8	-3	-5	-3	3	3	6	3	-5
COc1ccc(N(C(=O)Cn2nnc(-c3ccc(F)cc3)n2)C(C)C(=O)NC2CCCC2)cc1OC (centres undefined)
→ 5	2	-4	2	1	5	6	0	6
CC(NC(=O)CCN1C(=O)c2ccccc2S1(=O)=O)c1ccccc1 (centres undefined)
→ 6	1	0	1	1	8	-2	0	-5
Cc1oc(-c2ccccc2Cl)nc1CSCC(=O)N1CCCC1
→ -3	-9	8	-1	2	5	-1	3	-1
COCCN1C(=O)/C(=C/c2ccc(Oc3ccc([N+](=O)[O-])cn3)c(OC)c2)SC1=Nc1ccccc1
→ 6	-5	0	-1	-2	-2	4	2	-13
CCN(CC(=O)Nc1cccc(C(C)=O)c1)S(=O)(=O)c1ccccc1
→ 13	8	-2	-2	1	-5	-3	2	-1
COc1ccc(/C=N/NC(=O)c2cccc(NC(=O)c3ccccc3Cl)c2)cc1
→ -1	-16	-29	-16	-11	-11	-5	-3	-2
COc1ccc(OCc2cc(C(=O)NCC(C)(C)N3CCOCC3)no2)c(Cl)c1
→ 9	5	0	-4	-2	1	2	2	1
Cc1ccnc(NC(=O)CCC(=O)N(CC(=O)NCc2ccc(F)cc2)Cc2ccccc2)c1
→ 5	4	-3	-6	3	3	6	2	-1
COc1cc(C(=S)N2CCCCC2)ccc1O
→ 2	1	7	5	3	1	0	-3	0
Brc1ccc(-c2nnc3sc(CNCc4ccc5c(c4)OCO5)cn23)cc1
→ -2	4	-1	0	-2	1	4	4	-5
CN(CC(=O)Nc1cccc(F)c1)C(=O)COc1cccc2c1OC(C)(C)C2
→ 3	5	3	3	4	3	10	-2	2
CC(Nn1cnnc1)c1cc(Cl)ccc1O (centres undefined)
→ 4	4	5	-2	-2	-4	9	0	-1
Cc1c(CCC(=O)N2CCC(C(=O)O)(c3ccccc3)CC2)c(=O)oc2cc3oc4c(c3cc12)CCCC4
→ 2	2	6	-4	-2	-2	2	22	2
CCC(=O)c1cccc2c1N=CC1=C(CC(C)(C)CC1=O)N2
→ 3	1	-1	-1	0	7	7	-1	0
CC(=O)c1ccc(NC(=O)CSCC(=O)Nc2ccc3ccccc3c2)cc1
→ -7	-11	0	-3	-3	2	-3	8	-1
Cc1cc2c(=O)n(C)c(SCC(=O)NC3CCCC3)nc2s1
→ -3	-1	2	3	2	3	-3	-1	-1
Cc1noc(C)c1COc1ccc(C(=O)OCC(=O)N2CC(=O)Nc3ccccc32)cc1
→ 8	-3	-6	2	0	1	-6	4	0
Cc1ccccc1OCCC(=O)Nc1ccc(Cl)cc1F
→ 1	2	3	3	2	4	2	6	-3
CC(C)(C)NC(=O)COc1ccc(S(=O)(=O)N2CCCC2)cc1
→ 3	0	-8	-3	-2	-6	2	3	-6
COc1ccc(NC(=O)Cc2nnc(SCC(=O)Nc3ccc(F)cc3)n2C)cc1
→ 5	-4	-2	0	2	5	-1	-1	-3
O=C(NC1CCCCC1)/C(=N\O)c1ccccn1
→ -1	-2	9	0	-3	-1	-1	1	-4
CN(C(=O)COc1cc(C(F)(F)F)nn1C)c1ccccc1
→ 7	9	2	0	1	2	8	-1	-5
Cc1cc(-c2ccc(S(=O)(=O)N3CCN(c4ccc(F)cc4)CC3)s2)on1
→ 2	2	-7	1	-1	1	11	-1	-4
O=C(CNC(=O)c1ccccc1)OCc1nc2ccccc2s1
→ 2	0	2	-1	-3	6	-1	12	-1
COc1ccc(NC(=O)CC2SC(N3CCCC3)=NC2=O)cc1Cl (centres undefined)
→ nt	4	nt	nt	nt	-2	10	5	-4
O=C(CCCOc1ccc(Cl)cc1)NC1CCCCC1
→ 8	7	-1	-2	5	-2	5	16	-2
Cc1ccc(Sc2nc([N+](=O)[O-])nn2C)cc1
→ 1	4	-4	1	2	4	6	7	0
Cn1c(SCC(=O)Nc2ccc(F)cc2)nnc1-c1cccnc1
→ 9	-6	-1	2	-1	10	-7	0	0
O=C(CN1CCN(S(=O)(=O)c2cccc(F)c2)CC1)Nc1ccnn1C1CCCC1
→ nt	-7	-2	0	nt	0	9	2	1
Cc1nc(S(=O)(=O)Cc2ccccc2Cl)nc2c1CCC2
→ 0	9	-3	-2	4	0	6	6	6
Cc1ccc(C(CC(=O)N2CCOCC2)c2ccco2)cc1 (centres undefined)
→ 2	-20	-3	0	-3	0	-2	-1	3

Further results
Value order: GSTO1 inh	PAFAH2 inh	PME-1 primary	LYPLA1 counter	Fam108B inh	pPAFAH FP inh	PAFAH1B3 FP inh	PAFAH1B2 inh	PAD4 inh
CCCCN(CC)C(=O)Cn1c(=O)sc2ccccc21
→ 3	5	-3	-4	-3	2	-3	2	-2
COC(=O)c1ccc(CSc2nc3c(c(=O)n2-c2ccccc2)SCC3)o1
→ -5	-1	10	1	4	7	-2	-1	-2
CC(OC(=O)CN1C(=O)c2ccccc2C1=O)C(=O)NC1CCCCC1 (centres undefined)
→ 3	3	-2	-1	-3	3	8	0	-7
Nc1cc(OC(=O)c2ccc(F)cc2)nn1S(=O)(=O)c1ccccc1
→ 3	1	-4	0	0	5	4	8	1
Cc1cccc(/C(N)=N/OC(=O)N2CCOCC2)c1
→ -2	5	0	4	2	-1	1	7	2
CCOC(=O)C1(Cc2ccccc2C(F)(F)F)CCN(C2CCN(C(C)C)CC2)CC1
→ 8	7	-1	2	0	3	1	9	-1
Cc1sc2ncn(CC(=O)Nc3c(F)cccc3F)c(=O)c2c1S(=O)(=O)N1CCC(C)CC1
→ -1	-14	2	1	-1	3	-2	2	7
C=CCS(=O)(=O)N1CCCC(N(C)CCc2ccc(OC)c(OC)c2)C1 (centres undefined)
→ -1	0	-4	5	1	-1	8	-2	-7
O=C1c2c(O)cc(O)cc2O[C@@]12c1c(cc(O)c3c1O[C@H](c1ccc(O)cc1)[C@@H](O)C3)O[C@@H]2c1ccc(O)cc1
→ 13	5	-10	-9	11	0	10	7	-6
O=C(NCCNc1ccc([N+](=O)[O-])cc1Cl)c1ccccc1F
→ 8	6	-1	-4	0	-5	4	2	-4
CC(C)Oc1ccc(CNS(=O)(=O)c2csc(C(N)=O)c2)cc1
→ -6	2	5	0	0	0	4	-3	-3
NS(=O)(=O)c1ccc(Nc2ccccc2)c([N+](=O)[O-])c1
→ 2	7	2	-2	2	13	1	2	-3
COc1ccc2nc(-c3ccco3)c(-c3ccco3)nc2c1
→ 72*	56*	-1	-3	21*	47*	33*	26*	2

Some of the compounds tested. The share of hits here may be higher or lower than overall.
